# Assay outcomes (PubChem)
# 12-hLO inh = blocks human 12-lipoxygenase activity; purified 12-hLO, xylenol orange hydroperoxide absorbance; Potency, µM (titrated, usually from 57.1 µM), for the others: at the highest dose activity change, negative = inhibition, most hits filed as inhibitors; 150,000 compounds, 0.12% hits; AID 1452; also: potency is read from the fitted curve at half-maximal effect; nearly all actives have a fitted effect of over 55% in size; many of its hits are not listed in these tables
# Target sequence (P18054 whole entry, looked up): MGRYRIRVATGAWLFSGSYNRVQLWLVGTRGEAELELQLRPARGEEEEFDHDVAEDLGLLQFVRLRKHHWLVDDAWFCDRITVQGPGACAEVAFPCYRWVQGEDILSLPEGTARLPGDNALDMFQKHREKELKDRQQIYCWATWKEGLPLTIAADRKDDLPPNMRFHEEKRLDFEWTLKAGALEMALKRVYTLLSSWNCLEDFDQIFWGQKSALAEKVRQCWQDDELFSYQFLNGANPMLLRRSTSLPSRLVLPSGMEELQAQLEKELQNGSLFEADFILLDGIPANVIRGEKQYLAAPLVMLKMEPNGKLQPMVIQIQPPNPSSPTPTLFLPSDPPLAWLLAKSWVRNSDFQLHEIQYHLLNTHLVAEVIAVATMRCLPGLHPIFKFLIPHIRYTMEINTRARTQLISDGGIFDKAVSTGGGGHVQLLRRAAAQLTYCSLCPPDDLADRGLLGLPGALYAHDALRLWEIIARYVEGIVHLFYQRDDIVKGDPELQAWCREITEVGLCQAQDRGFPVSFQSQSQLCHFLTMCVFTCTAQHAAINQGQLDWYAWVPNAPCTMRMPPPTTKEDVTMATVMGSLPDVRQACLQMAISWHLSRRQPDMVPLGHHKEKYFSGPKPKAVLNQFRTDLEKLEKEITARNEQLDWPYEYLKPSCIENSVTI
#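 Hydroperoxide formation by human 12-lipoxygenase from 40 uM arachidonic acid was followed colorimetrically via ferric-xylenol orange complex, using the 573/405 nm absorbance ratio. Enzyme concentration was 150 nM, with 30 min reaction at room temperature.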
# IMPase inh = IMPase inhibition in cells. 120,000 tested, under 10 active. P97697. AID 901. inhibition (IP1 accumulation), % at 46.1 µM. CHO-M1 cells, IP1 accumulation, HTRF TR-FRET ratio; active = well fitted curve in the direction sought with a large enough effect in the signal ratio, not every such curve was filed as active; inconclusive = small, poorly fitted or top-dose-only effect, or a change in a side signal; inactive = no such curve, though single readings can be large or run the other way; the % refers to the signal ratio;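 also: cells stimulated with carbachol in lithium chloride buffer; plate controls were DMSO basal wells for no effect and reference inhibitor wells for full effect; higher means more IMPase inhibition seen as more IP1 and lower FRET ratio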
# Target sequence (P97697 whole entry, looked up): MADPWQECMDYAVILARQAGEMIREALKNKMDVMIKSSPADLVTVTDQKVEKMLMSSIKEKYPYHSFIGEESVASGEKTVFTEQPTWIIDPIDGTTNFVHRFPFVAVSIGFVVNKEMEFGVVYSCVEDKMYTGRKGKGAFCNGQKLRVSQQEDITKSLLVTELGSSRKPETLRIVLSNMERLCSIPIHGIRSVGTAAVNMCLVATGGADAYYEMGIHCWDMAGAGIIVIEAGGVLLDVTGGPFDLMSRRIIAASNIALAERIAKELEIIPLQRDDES
#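 The IP-One HTRF competitive assay in carbachol-stimulated CHO-M1 cells quantifies cellular IP1. Compounds spanned up to 46 uM final, and activity is expressed as AC50 from concentration-response fits of the ratio and donor data.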
# PNC assembly inh = blocks assembly of the perinucleolar compartment; PC3M PTB-GFP, PNC prevalence imaging, 16 h; active compounds read low; activity change (PNC), negative = inhibition, % at 10 µM; 140,000 compounds, 3.1% hits; AID 2417;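 active = readout at or below -70, meaning at least 70% loss of cells showing the perinucleolar compartment, a nuclear body marking cancer cells; inconclusive = readout between -30 and a set limit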;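 also: plate controls were DMSO wells for no effect and camptothecin positive control wells for full effect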
#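 Read-out is percentage of cells bearing a perinucleolar compartment, from automated 20x imaging of fixed, Hoechst-stained PC3M PTB-GFP cells. Cells were seeded 4 h, then exposed 16 h to compound (23 nl of library stock) in duplicate plates.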
# ALOX15B inhib = 15-hLO-2 (ALOX15B) enzyme inhibition; O15296; purified 15hLO-2, xylenol orange hydroperoxide absorbance; Potency, µM (series often up to 57.1 µM), for the others: at the top dose activity change, negative = inhibition, usual class: inhibitors; 110,000 compounds, 0.56% hits; also: potency is read from the fitted curve at half-maximal effect; nearly all actives have a fitted effect of over 60% in size; many of its hits are not listed in these tables
#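 Screening format was qHTS against 50 nM purified 15hLO-2 in Hepes pH 7.5 with detergent. Activity follows hydroperoxide formation from 45 uM arachidonic acid, measured as 573:405 nm absorbance ratio of the ferric-xylenol orange complex.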
# * hit, by the source's call; ? = inconclusive; . = not tested or not shown; [ ] = another dose, or the depositor's remark. Unless noted, calls follow the shape of the dose curve; as a rule, active = well fitted curve in the direction sought with a large enough effect; inconclusive = small, poorly fitted or top-dose-only effect, or another doubt; inactive = no such curve, though single readings can be large; an effect the other way counts as inactive or inconclusive. Unless noted, % is scaled to controls: 0 for no effect and ±100 for the full control effect. Some of the compounds tested; rates above refer to the full screens.
SMILES,12-hLO inh,IMPase inh,PNC assembly inh,ALOX15B inhib
COc1ccc(C2CC(c3ccccc3)Nc3ncnn32)cc1 (configuration not stated),1%,4,-3,.
CCOC(=O)C1CCN(S(=O)(=O)c2ccc(-c3nc4ccccc4s3)s2)CC1,-5%,0,6,-20%
Cc1ccc(-c2nc(-c3cccnc3)no2)c(C)c1,-5%,3,22,8%
Cc1cc(=O)oc2ccc(OCC(=O)N3CCc4ccccc43)cc12,-3%,-5,13,-9%
COc1cc(/C=C/C(=O)c2ccc(C)cc2)ccc1OCC#N,-5%,.,?,.
Cc1ccc(C)c(Cn2c(=O)n(CCC(=O)NCc3ccco3)c(=O)c3ccccc32)c1,3%,4,?,-20%
CN(C)c1cccc(C(=O)OC(C(=O)Nc2ccc(Cl)cc2C(F)(F)F)c2ccccc2)c1 (configuration not stated),0%,.,?,.
O=C(c1ccc(Cl)c(Cl)c1)N1CCOCC1,3%,?,?,.
O=C(CSc1ccc(Cl)cc1)Nc1ncccn1,-5%,.,?,.
CN(C)S(=O)(=O)c1ccc(NC(=O)N2CCN(c3cccc(C(F)(F)F)c3)CC2)cc1,-8%,9,?,15%
Cc1ccc(-n2nc(-c3cccnc3)cc2C(=O)N2CCOCC2)c(C)c1,-6%,-4,44,-11%
CCC1CCCCN1c1ccc([N+](=O)[O-])cc1/C=N/NC(=O)Cn1c2ccccc2c(=O)c2ccccc21 (configuration not stated),6%,-4,-18,?
CN(c1cccc(NC(=O)Cc2ccccc2)c1)S(C)(=O)=O,6%,4,?,1%
CN(C)c1[nH]c(=O)c(C#N)c2c1CCN2Cc1ccccc1,-5%,18,-12,-1%
N/C(=N\OC(=O)Nc1ccccc1)c1ncc(C(F)(F)F)cc1Cl,2%,4,?,3%
CCOc1ccccc1NC(=O)c1ccccc1-c1nc(-c2ccccc2)no1,-5%,6,21,-1%
COC(=O)c1ccc(COC(=O)c2ccc(SC)cc2OC)cc1,-4%,-2,-8,.
CC(=O)c1cccc(NC(=O)COC(=O)c2cccc(N3C(=O)c4ccccc4C3=O)c2)c1,1%,.,-6,.
Cc1cc(C)nc(SCc2nnc(SCC(=O)Nc3cc(C(F)(F)F)ccc3Cl)o2)n1,-4%,-8,59,5%
CC1Cc2ccccc2N1C(=O)c1ccc2c(c1)nnn2C (configuration not stated),-4%,10,11,-4%
Cc1nnc(SCC(=O)N2CCN(S(=O)(=O)c3ccc(Cl)cc3)CC2)[nH]c1=O,-11%,-4,9,3%
COc1ccc(OC)c(/C=N/NC(=O)CNC(=O)c2ccc(S(=O)(=O)N3CCOCC3)cc2)c1,-1%,.,-23,.
CCOC(=O)C1Cc2c([nH]c3ccccc23)C(C)N1 (configuration not stated),4%,?,-18,-3%
CCCCn1nc2cc(C(=O)NCc3ccc(OC(F)(F)F)cc3)ccc2c1OC,-1%,-4,109,-1%
COc1ccc(CNC(=O)CSc2ncn[nH]2)cc1,4%,-4,11,4%
Cc1nn(Cc2ccccc2Cl)c(C)c1NC(=O)c1ccn(C)n1,5%,.,31,.
Cc1cc(C(=O)NCc2ccccc2F)cs1,3%,-8,?,2%
CCOc1ccc(-c2nc(C#N)c(N3CCN(C)CC3)o2)cc1,-4%,3,?,3%
CC(C)(C)c1ccc(C(=O)N2CCC(=O)N(C(COCc3ccccc3)Cc3ccccc3)CC2)cc1 (configuration not stated),-9%,.,-115*,.
COc1ccc(-c2cc(C(=O)NCc3ccccc3)no2)cc1OC,-8%,-18,-5,-8%
Cc1sc(NC(=O)c2cccs2)nc1-c1ccccc1,-7%,9,-9,15%
O=C(NCC(=O)N(Cc1cccs1)C(C(=O)NC1CCCC1)c1ccncc1)c1ccco1 (configuration not stated),-8%,-1,?,-2%
COc1ccc(S(=O)(=O)N2Cc3ccccc3CC2C(=O)O)cc1 (configuration not stated),0%,-5,?,?
CC(C)(C)C1CCc2c(sc3c2C(=O)NC(c2ccco2)N3)C1 (configuration not stated),-6%,6,277,.
CCOC(=O)CSC1=C(C#N)C(c2sccc2C)C(C(C)=O)=C(C)N1 (configuration not stated),-6%,6,67,8%
COc1ccccc1-c1c(C)oc2cc(OCC(=O)OCc3ccccc3)ccc2c1=O,0%,.,-8,.
CCn1c2ccccc2c2cc(NC(=O)c3cccc(OC)c3)ccc21,1%,0[1.84 µM],?,1%[11.4 µM]
Oc1ccc(C=Nc2ccc(N3CCOCC3)cc2)c(O)c1,-15%,5,16,?
CCOC(=O)Cn1nnnc1C(C(C)C)N(Cc1cc2c(C)cc(C)cc2[nH]c1=O)C1CCCC1 (configuration not stated),-1%,-12,151,.
C=CCn1cc(C(=O)OC)c(=O)c2cc(S(=O)(=O)N3CCC(C)CC3)ccc21,0%,3,?,-1%
Cc1noc(C)c1CSCC(=O)OCC(=O)NC1CCCCC1,-2%,9,21,-1%
CC(C)C(c1nnnn1C(C)(C)C)N1CCOCC1 (configuration not stated),-11%,-12,52,-1%
COc1ccc(CN2CCNC(=O)C2CC(=O)O)cc1OC (configuration not stated),3%,-12,-11,.
CC(NC(=O)c1ccco1)C(c1cccs1)N1CCN(c2ccccc2F)CC1 (configuration not stated),6%,36[activator],5,.
CCOC(=O)c1cc(-c2ccccc2)n(CC(=O)Nc2cccc(OC)c2)c1C,3%,.,?,.
O=c1c2ccccc2nc2n1CCCS2,-7%,?,?,-1%
Cc1c([N+](=O)[O-])ccc(S(=O)(=O)N2CCC(C(N)=O)CC2)c1C,6%,.,-16,.
O=C(NCCCN1CCOCC1)c1ccc(-n2nc(C(F)(F)F)cc2-c2cccs2)cc1,4%,0,?,22%
CCOc1ccc(NC(=O)Cc2ccccc2)cc1,0%,.,21,.
COC(=O)CC1=NN(c2ccccc2)C(=O)/C1=C\c1ccc(OC)cc1,-3%,.,19,.
CCCn1nnnc1SCC(=O)Nc1ccc(F)cc1,-2%,2,21,0%
Cc1cccc(NC(=O)c2cc3ccccc3o2)c1,5%,20,16,.
CCOC(=O)c1ccccc1NC(=O)CSc1nc(N)cc(N)n1,-1%,0,3,.
CCn1c(COc2ccc(Cl)cc2)nnc1SC1CCc2ccccc2C1=O (configuration not stated),1%,.,?,.
O=c1c2ccccc2nc(-c2ccco2)n1/N=C/c1ccccc1O,4%,10,?,.
CC(C)(C)NS(=O)(=O)c1ccc(CCC(=O)O)cc1,2%,-2,?,-3%
O=C(NCCOC(=O)c1ccc(C(=O)OCCNC(=O)c2cccnc2)s1)c1cccnc1,5%,-18,91,5%
Cc1oc(C(=O)O)cc1CSCc1cc(C(=O)O)c(C)o1,-3%,-1,?,4%
Cc1c(Cl)cccc1-n1c(SCC(=O)NCc2cccs2)nnc1-c1ccncc1,-5%,1,?,-3%
CN(C)c1nc(N2CCOCC2)nc(N(c2ccccc2)c2ccccc2)n1,-3%,-5,8,24%

# (continued)
SMILES,12-hLO inh,IMPase inh,PNC assembly inh,ALOX15B inhib
COCCn1c(SCC(=O)NCc2ccco2)nc2cccnc21,1%,?,-8,8%
CCN(CC)c1ccc(C2C(C(=O)OC)=C(C)NC(C)=C2C(=O)OC)cc1,-4%,8,-18,-1%
CCOC(=O)/C=C1\Nc2ccccc2OC1=O,-5%,-3,67,.
CCOP(=O)(c1ccccc1)c1nc(-c2ccccc2C)oc1N1CCCCC1 (configuration not stated),-3%,-3,3,3%
FC(F)(F)c1ccc(/C=N/N2CCN(Cc3ccccc3)CC2)cc1,-2%,.,?,.
CCOC(=O)c1cccc(NC(=O)CNS(=O)(=O)c2cccs2)c1,-1%,1,-100*,.
CC1CCCN(CCC(=O)Nc2ccc(Br)cc2)C1 (configuration not stated),1%,14,1,.
CC(OC(=O)c1snc(C(=O)NC2CCCCC2)c1N)C(=O)NC(C)(C)C (configuration not stated),1%,8,28,.
COc1ccc(-n2nc3ccccc3n2)cc1,-7%,-2,14,-8%
Cc1cc(NC(=O)CN2CCC(O)(c3cccc(F)c3)CC2)no1,-4%,-7,0,3%
Cc1ccc2nc(SCC(=O)Nc3cccc(S(=O)(=O)N(C)C)c3)[nH]c2c1,-2%,-14,10,.
CCCOC(=O)CCNc1n[nH]c(=O)[nH]c1=O,-6%,-1,1,-2%
CNc1c(C(=O)O)ccc2c1C(=O)c1ccccc1C2=O,2%,.,-11,.
COC(=O)[C@@]1(Cc2ccc(F)cc2)[C@H]2c3cc(C(=O)N(C)C)n(Cc4ccc(C(F)(F)F)nc4)c3C[C@H]2CN1C(=O)c1ccccc1,-4%,.,.,4%
COc1ccc(-c2nnc(CSc3nnc(-c4ccncc4)n3C3CCCCC3)o2)cc1OC,-1%,-9,?,-1%

# Compound profiles, from the list above. Values in the order: 12-hLO inh	IMPase inh	PNC assembly inh	ALOX15B inhib
# CCCOC(=O)CCNc1n[nH]c(=O)[nH]c1=O is listed as -6%	-1	1	-2%
# COCCn1c(SCC(=O)NCc2ccco2)nc2cccnc21 is listed as 1%	?	-8	8%
# CC(OC(=O)c1snc(C(=O)NC2CCCCC2)c1N)C(=O)NC(C)(C)C (configuration not stated) is listed as 1%	8	28	.

# (continued)
SMILES,12-hLO inh,IMPase inh,PNC assembly inh,ALOX15B inhib
Cn1c(=O)oc2cc(S(=O)(=O)NCCC(=O)N3CCc4ccccc43)ccc21,-12%,2,-19,-5%
CCC(C)NC(=O)CSc1nnc(-c2ccc(C(C)(C)C)cc2)n1C (configuration not stated),0%,6,-11,-2%
CN(CC(=O)NCc1ccco1)S(=O)(=O)c1cccc2cccnc12,?,6,49,-1%
COc1cccc2c1C(=O)C=C(C)C2=O,-1%,.,?,.
Cc1ccc(C)c(N(C)S(=O)(=O)c2cccc3nsnc23)c1,-4%,1,27,-6%
O=C(Nc1cccc(Cl)c1)N(CCCN1CCOCC1)Cc1ccccc1F,-3%,7,40,5%
O=[N+]([O-])c1ccc(Cl)cc1Cl,0%,.,.,-2%
Cc1ccc(-n2c(=O)[nH]c3cc(C(=O)NC4CCN(Cc5ccccc5)CC4)ccc3c2=O)cc1,1%,-4,39,7%
Cc1ccc(S(=O)(=O)N(C)CC(=O)Nc2ccncc2)cc1,1%,-2,?,2%
Cc1ccc(C)c(N2C(=O)c3ccc(C(=O)OCC(=O)c4c(N)n(C)c(=O)n(C)c4=O)cc3C2=O)c1,1%,.,48,.
COc1cc(/C=C2\SC(c3ccc(C)cc3)=NC2=O)cc(OC)c1O,-27%,45[activator],?,?
COc1cccc(CN2CCCC(C(=O)N3CCCCC3)C2)c1OC (configuration not stated),-8%,11,?,-9%
COc1cccc(OCc2nnc(SCC(=O)N3c4ccccc4Sc4ccc(Cl)cc43)o2)c1,0%,.,-9,.
CCCOc1ccc(/C(O)=C2\C(=O)C(=O)N(CCCN(C)C)C23C(=O)N(C)c2ccccc23)cc1 (configuration not stated),-5%,-6,?,-9%
CC1=C(C#N)C(c2ccccc2)C2=C(N1)c1ccccc1C2=O (configuration not stated),-8%,.,32,.

# Pulled by structure from the list above, 4 records:
SMILES,12-hLO inh,IMPase inh,PNC assembly inh,ALOX15B inhib
CCCOc1ccc(/C(O)=C2\C(=O)C(=O)N(CCCN(C)C)C23C(=O)N(C)c2ccccc23)cc1 (configuration not stated),-5%,-6,?,-9%
CCC(C)NC(=O)CSc1nnc(-c2ccc(C(C)(C)C)cc2)n1C (configuration not stated),0%,6,-11,-2%
O=C(Nc1cccc(Cl)c1)N(CCCN1CCOCC1)Cc1ccccc1F,-3%,7,40,5%
Cn1c(=O)oc2cc(S(=O)(=O)NCCC(=O)N3CCc4ccccc43)ccc21,-12%,2,-19,-5%

# Following part.
SMILES,12-hLO inh,IMPase inh,PNC assembly inh,ALOX15B inhib
O=C(CCN1C(=O)C2CC=CCC2C1=O)N1CCN(c2ccccn2)CC1 (configuration not stated),6%,-5,15,-2%
NC(=O)CN1C(=O)C2C3c4ccccc4C(c4ccccc43)C2C1=O (configuration not stated),-8%,-20,?,6%
O=C(NCc1ccco1)/C(=C/c1cccc(C(F)(F)F)c1)c1nc2ccccc2[nH]1,1%,-8,6,.
CC1=CC(C)(C)Nc2ccc(OC(=O)C(Cc3ccccc3)N3C(=O)c4ccccc4C3=O)cc21 (configuration not stated),-10%,8,-30,-3%
